CaV13 ICDI inh: Disruptors of the CACNA1D IQ motif to Ca2+-dependent inactivation inhibitor domain association, primary screening, Förster resonance energy transfer in intact living … | inhibition, % at 12.3 µM | AID 743397 | actives 0.098% (n = 340,000) | HEK cells, CFP/YFP FRET ICDI-IQ, plate reader, 10 min; percent FRET-ratio fall versus neutral wells;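 active = mean replicate inhibition of at least 30% and at least 1% of replicates passing that level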;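 also: 0% = median of the neutral control wells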
Shn3 inh set2: Schnurri-3 reporter inhibition in Clone20 osteoblasts; Clone20 osteoblast Shn3 3'UTR firefly luciferase, 24 h; inhibition, % at 12.5 µM; actives 0.52% (n = 360,000); AID 588674;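 active = mean inhibition of at least 75% with every replicate also reaching 75%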;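 also: 0% = median of neutral control wells and 100% = pilot-screen positive control compound; some compounds past the cut are filed as inactive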
PDI inh: inhibitors of human protein disulfide isomerase; P07237; PDI insulin aggregation turbidity, A650, 90 min; inhibition, % at 10 µM; actives 0.052% (n = 350,000); AID 588391;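 active = mean inhibition across replicates of 30% or more, whatever share of single replicates reach that level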;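 also: absorbance from insulin aggregation driven by PDI reduction with DTT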
Peg3 promoter: reduces Peg3 promoter-driven luciferase expression in HeLa; inhibition, % at 20 µM; HeLa PEG-Prom luciferase reporter, luminescence, overnight; actives 1.7% (n = 360,000);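 active = inhibition of at least 50% at 20 µM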
HIF-2a inh: inhibitors of HIF-2a. actives 0.72% (n = 360,000). AID 624352. inhibition, % at 18.8 µM. 786-0 RCC cells HIF-2a reporter, luciferase luminescence, overnight;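 active = inhibition of the luminescence signal of 40% or more relative to plate controls, in a single-dose primary screen at 18.75 µM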
HTR2A ag: mouse HTR2A agonism via beta-arrestin recruitment; P35363; CHO-K1 mHTR2A beta-arrestin complementation, luminescence; percent of 30 µM serotonin response; activation, % at 7.6 µM; actives 0.66% (n = 360,000); AID 624169;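 active = activation above a run cutoff, the mean activation of all tested compounds plus 3 SD, cut at about 14% in these data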;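 also: 0% = plate median of compound wells and 100% = 30 µM serotonin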
Target sequence (P35363 whole entry, looked up): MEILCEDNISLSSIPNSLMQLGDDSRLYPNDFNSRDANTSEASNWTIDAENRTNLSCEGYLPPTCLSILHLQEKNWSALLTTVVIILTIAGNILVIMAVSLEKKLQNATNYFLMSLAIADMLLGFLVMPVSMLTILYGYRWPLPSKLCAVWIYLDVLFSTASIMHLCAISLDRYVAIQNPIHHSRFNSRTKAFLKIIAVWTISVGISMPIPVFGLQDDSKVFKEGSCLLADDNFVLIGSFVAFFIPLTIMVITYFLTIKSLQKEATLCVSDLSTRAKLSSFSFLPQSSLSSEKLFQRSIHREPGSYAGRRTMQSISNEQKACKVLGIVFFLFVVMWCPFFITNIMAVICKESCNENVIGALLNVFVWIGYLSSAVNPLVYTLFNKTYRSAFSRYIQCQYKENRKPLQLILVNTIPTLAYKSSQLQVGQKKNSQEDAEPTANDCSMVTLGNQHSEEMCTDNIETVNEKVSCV
Cardio protect: myocardial damage modulation in H9c2 cells. protection from H2O2 cell death, % at 20 µM. H9c2 cardiomyocytes, H2O2 injury protection, ATPLite, 2 h. AID 588492. actives 0.63% (n = 360,000);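 active = compounds giving at least 50% protection of heart cells from peroxide-induced death in the single-dose screen, raw or plate-pattern-corrected value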;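 also: 0% = DMSO wells with peroxide and 100% = DMSO wells without peroxide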
NR2E3 ag-1: NR2E3 (human) agonism; AID 2300; inhibition of corepressor binding, % at 4.78 µM; GST-NR2E3/biotin-RetCOR TR-FRET, 1536-well; actives 0.12% (n = 320,000);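 active = percent inhibition above the cutoff of mean plus 3 SD of all tested compounds, set per screening campaign, cut at about 20% in these data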;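 also: 0% = DMSO wells and 100% = biotin wells as full block of FRET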
Target sequence (Q9Y5X4 whole entry, looked up): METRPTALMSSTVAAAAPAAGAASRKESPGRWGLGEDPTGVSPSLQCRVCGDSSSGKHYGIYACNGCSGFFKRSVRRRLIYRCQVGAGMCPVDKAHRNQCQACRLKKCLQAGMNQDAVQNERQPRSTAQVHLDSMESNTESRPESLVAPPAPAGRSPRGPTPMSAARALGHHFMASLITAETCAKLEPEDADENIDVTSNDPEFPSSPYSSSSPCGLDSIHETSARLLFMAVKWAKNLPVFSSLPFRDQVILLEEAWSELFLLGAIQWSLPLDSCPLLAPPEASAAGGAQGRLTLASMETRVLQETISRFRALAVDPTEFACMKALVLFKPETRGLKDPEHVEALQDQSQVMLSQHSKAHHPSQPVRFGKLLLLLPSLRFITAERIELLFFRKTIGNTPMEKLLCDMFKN
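Format: 1536-well format; test system: GST-NR2E3 and biotin-RetCOR proteins; read-out basis: percent inhibition of TR-FRET ratio; timing: 5 h incubation at 4 °C; detection: time-resolved FRET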
TRPM1 prom inh: MITF TRPM1 promoter inhibition in SK-MEL-5 cells. SK-MEL-5 TRPM1 promoter luciferase, 24 h. inhibition, % at 12.5 µM. actives 0.83% (n = 330,000). AID 488899;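 active = mean inhibition across replicates of 60% or more, whatever share of single replicates reaches that level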; also: values of inactives mirror those of a sister screen read the other way
iPSC survival up: enhancers of human iPSC single-cell survival | actives 0.044% (n = 360,000) | survival enhancement, % at 20 µM | hiPSC single-cell survival, ATPlite luminescence; 100% = ROCK inhibitor wells, 0% = DMSO; in the data active = survival enhancement above about 18%;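 also: cells exposed to compounds for 16 hours before the ATP read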
NR2E3 ag-2: human photoreceptor-specific nuclear receptor agonism; Q9Y5X4; CHO-S Gal4-NCOR/VP16-NR2E3 two-hybrid, luciferase; inhibition of corepressor binding, % at 3.98 µM; actives 0.35% (n = 360,000); AID 602229;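 active = inhibition above the mean of all tested compounds plus 3 SD, cut at about 70% in these data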;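 also: 0% = DMSO with NR2E3 transfected cells and 100% = cells lacking NR2E3 construct; higher means lower luciferase signal from less NR2E3 corepressor binding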
An asterisk follows results filed as active; . = no result given; & = joins results of further samples.

structure	CaV13 ICDI inh	Shn3 inh set2	PDI inh	Peg3 promoter	HIF-2a inh	HTR2A ag	Cardio protect	NR2E3 ag-1	TRPM1 prom inh	iPSC survival up	NR2E3 ag-2
CSc1nc(-c2ccccc2)nn1C(=O)c1ccc(Cl)cc1	-5	-40	2	-21	-15	-1	3	0	-11	-1.9	-20
Cn1ccnc1SCc1nc2c(cnn2-c2ccccc2)c(=O)[nH]1	-5	-22	-1	-1	17	-2	2	0	-6	-0.3	-21
Cn1c(CSCc2ccc(Cl)cc2Cl)n[nH]c1=S	2	2	5	0	15	4	-5	1	2	6.7	-16
COc1ccccc1CCC(=O)OCC(=O)Nc1c(Br)cc(C)cc1Br	-5	5	3	4	14	0	4	3	1	-0.4	-29
CCCOc1cccc(C(=O)NCCNC(=O)c2ccc(C)nc2)c1	-3	12	4	7	9	-1	0	4	3	0.1	-22
Cc1ccc(C)c(S(=O)(=O)NCCCc2ccccc2)c1	0	14	-8	28	20	4	-5	3	3	-0.1	-16
Cc1cc(SCC(=O)N/N=C/c2cccnc2)nc2c(C)cccc12	3	0	-5	11	14	0	-12	0	4	2.0	-18
C/C(=N/OC(=O)c1ccc(C)cc1)C(=O)c1ccc(Br)cc1	-17	2	0	7	2	-1	-1	5	-4	6.5	2
CS(=O)(=O)c1ccc(-c2cccc(NC(=O)c3ccc(Br)o3)c2)nn1	-6	11	-4	0	8	5	9	0	16	-0.2	6
O=C(CN1C(=O)C2C3CC(C(Br)C3Br)C2C1=O)Nc1ccc(C(=O)O)cc1 (stereo unspecified)	-16	1	3	-52	-57	-1	2	1	-32	0.4	11
COc1ccc(-c2nn(-c3ccccc3)cc2/C=C2/SC(=S)N(CCC(=O)O)C2=O)c(C)c1	-22	8	-7	31	19	-5	-4	4	-1	-0.2	-3
COc1ccc(NC(=O)/C(N=Nc2ccc(Cl)c(S(=O)(=O)Nc3ccc(Cl)cc3)c2)=C(\C)O)cc1	-6	1	-12	26	10	2	-14	.	-3	3.5	12

An excerpt from above in order of the NR2E3 ag-1 value, low to high.
Compound | NR2E3 ag-1
Cc1cc(SCC(=O)N/N=C/c2cccnc2)nc2c(C)cccc12 | 0
COc1ccccc1CCC(=O)OCC(=O)Nc1c(Br)cc(C)cc1Br | 3
COc1ccc(-c2nn(-c3ccccc3)cc2/C=C2/SC(=S)N(CCC(=O)O)C2=O)c(C)c1 | 4

Continued.
structure	CaV13 ICDI inh	Shn3 inh set2	PDI inh	Peg3 promoter	HIF-2a inh	HTR2A ag	Cardio protect	NR2E3 ag-1	TRPM1 prom inh	iPSC survival up	NR2E3 ag-2
COc1ccc([N+](=O)[O-])cc1NC(=O)CC1SC(=Nc2cccc(C)c2C)N(/N=C/c2cccc(OC)c2OC)C1=O (stereo unspecified)	-5&-4	12&1	6&2	2&2	0&2	0&-3	-1&2	4	-1&12	6.0&-0.1	-23&-16
CCCS(=O)(=O)NC(=O)C1(C)CCN(C(=O)Cc2ccc(OC)cc2)C1 (stereo unspecified)	-7	-18	-2	3	7	3	5	.	.	2.2	-22
CCCOc1ccc(NC(=O)CC2C(=O)N(c3ccc(OCC)cc3)C(=S)N2C2CC2)cc1 (stereo unspecified)	-3	22	-6	28	7	4	15	2	75*	0.0	2
Cc1cc(/C=C2\SC(=O)N(CC(=O)Nc3ccccc3F)C2=O)c(C)n1C	11	-24	-2	6	5	1	-3	-3	2	-0.6	-11
COc1ccccc1NC(=O)C1=C(C)NC(=O)NC1c1ccco1 (stereo unspecified)	-7	-12	7	14	15	-3	0	3	-1	-0.3	10
CC(=O)c1c(C)[nH]c(C(=O)Nc2ccc(S(=O)(=O)N(C)C)cc2)c1C	5	1	7	-2	4	-5	12	-2	0	-0.2	-8
COc1ccc(CCNC(=O)C2CCCN2S(=O)(=O)c2cccc3nsnc23)cc1OC (stereo unspecified)	-6	0	11	22	8	8	4	-2	-3	0.0	-10
S=C(Nc1cccc2ccccc12)NN1CCOCC1	-5	6	4	-52	-114	5	1	6	1	1.7	1
O=C(CC1COc2ccccc2O1)NCCc1ccccc1 (stereo unspecified)	-6	6	-6	-15	-24	1	0	-2	-3	7.9	-17
O=C1NC(=S)NC(=O)C1=Cc1ccccc1C(=O)O	-17	-14	12	4	6	0	4	.	-3	0.8	13
Cc1cc(-c2csc(NC(=O)c3ccccc3C(F)(F)F)n2)c(C)n1Cc1ccccc1	-2	-11	-6	0	15	-2	-5	-3	9	-0.3	7
CCC1=C([N+](=O)[O-])C(c2ccc3c(c2)OCO3)NC(=O)N1 (stereo unspecified)	-3	4	3	13	17	2	6	3	11	-0.5	-2
COc1ccc(S(=O)(=O)N(C)C[C@H]2Oc3ccc(NC(=O)Cn4cnnn4)cc3C(=O)N([C@H](C)CO)C[C@@H]2C)cc1	-5	52	-3	-23	12	3	2	.	-1	-2.0	8
CCOc1ccc(CNC(=O)Cn2nc(C)n3nc(-c4ccccc4)cc3c2=O)cc1	-2	-1	3	-4	17	9	-8	0	1	-0.2	-10
CC1=CC(c2ccc(Cl)cc2)n2nc(NC(=O)c3ccccc3)nc2N1 (stereo unspecified)	.	7	-2	-1	7	-1	-5	-3	-5	3.5	-6
O=C(N/N=C/c1ccc(F)cc1)c1ccncc1	-2	-10	1	10	4	-3	-2	0	18	1.1	-7
Cc1nnc(SCC(=O)NCc2ccco2)[nH]c1=O	.	-2	-1	-2	8	0	-6	4	9	11	10
COc1ccc(OCC(=O)NC2CCCc3ccccc32)cc1 (stereo unspecified)	-2	1	-5	2	0	-5	-3	1	2	-0.5	15
O=C(Cn1nnc(-c2ccccc2F)n1)Nc1ccc2c(c1)OCO2	-9	5	1	-40	-86	2	2	1	-4	-0.3	-20
CCOc1ccc(NC(=O)C(C)N2C(=O)c3ccccc3C2=O)cc1 (stereo unspecified)	-5	0	13	9	22	0	-2	-1	-3	0.0	24
CCCc1nnc(NS(=O)(=O)c2ccc(C)cc2)o1	-6	10	3	5	2	0	0	.	-14	-0.2	-38
O=C(c1cc(Cl)nc2ccccc12)N1CCN(S(=O)(=O)c2cccc(F)c2)CC1	-5	4	-1	14	14	11	13	2	13	-0.4	-11
CC(n1cnnn1)C12CC3CC(CC(C3)C1)C2 (stereo unspecified)	-6	5	2	10	19	2	-8	-1	7	0.6	-10
CCOC(=O)C1CCCN(S(=O)(=O)NC[C@H]2O[C@@H](n3cnc4c(N)ncnc43)[C@H](O)[C@@H]2O)C1 (stereo partly specified)	-6	10	-1	-2	6	2	-8	.	-11	-2.0	-19
CCN1CCN(Cc2nnc(-c3ccc(C)cc3)o2)CC1	-3	16	-2	8	-4	17*	9	2	.	0.2	-16
N#CC1(NC(=O)COc2cccnc2[N+](=O)[O-])CCCCC1	-1	-12	-3	5	8	-3	6	3	0	0.0	15
CC(C)CCN(Cc1ccco1)S(=O)(=O)c1ccc(-c2ccc(=O)[nH]n2)s1	-5	-9	3	14	10	-1	-4	-3	0	-0.3	-51
COC(=O)[C@H]1[C@H]2C[C@@H]3c4[nH]c5cc(OC)ccc5c4CCN3C[C@H]2C[C@@H](OC(=O)c2cc(OC)c(OC)c(OC)c2)[C@@H]1OC	-6	2	0	-28	9	-1	-1	-1	6	3.3	3
O=C(NC(=O)c1ccccc1O)c1ccc2c(c1)CCO2	-20	-28	-1	-56	-70	-5	-15	-3	-12	-0.7	-95
CCOc1ccc(NC(=O)CN(C)C(=O)c2ccc3c(c2)S(=O)(=O)N=C2CCCCCN23)cc1OCC	-4	2	-1	11	-2	5	12	.	-8	-0.5	12
Cc1ccc(C(=O)N2N=C(CC(C)C)CC2(O)C(F)(F)F)o1 (stereo unspecified)	3	1	2	14	19	1	0	2	5	-1.0	-24
Cc1cccc(/N=C/c2c(O)c3ccccc3oc2=O)n1	.	-9	-24	22	7	4	7	1	33	0.8	11
Cn1c(=O)c2c(ncn2CC(=O)OCC(=O)c2ccc(OC(F)F)cc2OC(F)F)n(C)c1=O	-6	-20	-7	5	12	0	1	.	.	-1.7	-19
C=CC[C@H](CC(=O)NCCO)C(=O)N[C@H](COC(=O)[C@@H](CC=C)Cc1ccc(F)cc1)Cc1ccccc1	-10	-8	6	1	-8	-2	19	.	-2	0.5	27
Cc1c(C(=O)N2CC(C(=O)N3CCCCC3)Oc3ccccc32)oc2ccccc12 (stereo unspecified)	-15	-2	0	14	19	-3	2	.	13	0.0	9
O=C1C2CCCN2C(=O)N1CCN1CCN(c2cccc(C(F)(F)F)c2)CC1 (stereo unspecified)	-2	1	-1	17	12	1	1	.	5	-0.1	-14
c1ccc(COc2ccc(OCCn3cncn3)cc2)cc1	-2	-58	-1	-222	-202	-6	-11	3	-81	0.3	-115
CCCc1nn(C)c2c(=O)[nH]c(-c3cc(S(=O)(=O)N4CCN(C)CC4)ccc3OCC)nc12	-6	7	0	4	5	-5	-2	2	-8	-0.8	-21
Cc1c(O)ccc(C(=O)CN2CCN(Cc3ccccc3)CC2)c1O	-3	1	16	-9	0	-13	-2	2	11	0.9	-10
COCC(C)NC(=S)Nc1ccccc1[N+](=O)[O-] (stereo unspecified)	-2	-13	1	7	21	6	5	8	9	0.9	18
CCOC(=O)N1CCN(c2ccc(C(=O)CC)cc2F)CC1	.	21	1	-48	-52	-8	-14	0	-34	-1.6	-27
CCOC(=O)CNC(=O)CSc1nc(-c2ccccc2)ns1	-3	-11	5	7	17	9	-13	4	1	1.3	10
CC(C)NC(=O)CCNS(=O)(=O)c1ccc(Br)cc1	-4	-20	2	9	-13	-1	0	-1	11	8.4	3
Cc1ccc(NC(=O)COC(=O)CCCC2=NS(=O)(=O)c3ccccc3N2)cc1C	-2	-7	-7	-13	1	-12	-6	-1	7	0.0	-15
COc1cccc(-c2cnc3c(NC=O)cc(-c4ccc(O)c(OC)c4)cn23)c1	-12	-18	-11	69*	-42	2	85*	.	.	-4.2	-19
CNC(=O)CSCc1c(F)cccc1Cl	-4	-17	10	15	13	3	3	-2	2	2.8	5
CCOC(=O)N1CCN(C(=O)Nc2ccc3nc(C)sc3c2)CC1	3	-8	7	-3	4	1	11	-1	10	0.4	-39
CCOc1ccccc1C(=O)N[C@H](C(=O)Nc1cc(S(=O)(=O)N(C)C)ccc1OC)C(C)C	-3	1	-6	24	15	0	-4	4	5	-0.5	2
COc1cccc(NC(=O)CN(C)C(=O)CCNC(=O)c2ccc(Br)cc2)c1	-6	-5	12	-41	-21	-1	-1	-1	-3	-0.5	-10

Screening results from PubChem.

No enrichment for hits; any-hit rate near 3.9%.
